# Screening results from PubChem BioAssay.
# SR-BI HDL uptake: inhibitors of SR-BI mediated HDL lipid uptake, primary screen, ldlA[mSR-BI] cells, fluorescence, single point | 0.96% of 320,000 active | inhibition, % at 12.5 µM | AID 488896, 2010 | ldlA[mSR-BI] CHO cells, DiI-HDL uptake fluorescence, 3 h;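 active means mean replicate inhibition of at least 70% and a set share of replicates each scoring 70 or more; inconclusive means meets just one of the two criteria; inactive means fails both criteria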;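 further: 0% = median of neutral control wells and 100% = median of positive control wells; values of inactives mirror those of a sister screen read the other way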
# DSG3 Ab inh: inhibitors of pemphigus antibody binding to DSG3, primary screen, biochemical, bead-based, flow cytometry, scFv-GFP | DSG3-coupled beads, scFv-anti-DSG3-GFP binding; active compounds read low | Desmoglein-3 (Homo sapiens), P32926 | binding (percent of control), % at 10 µM | AID 588358, 2011 | 0.48% of 310,000 active;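 active means binding more than 3 SD below its plate's average and above zero; inconclusive means below that plate limit but binding exactly zero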;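 further: hits lower antibody fragment binding to DSG3; some compounds called inactive have numbers as strong as hits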
# Mot1-301 SUMO: yeast Mot1-301 growth rescue at high temperature, primary screen, SUMOylation pathway inhibitor project, S. cerevisiae, ATP luminescence, 38.5C; 1% of 320,000 active; growth rescue, % at 18.8 µM; AID 2716, 2010; S. cerevisiae Mot1-301 growth rescue; percent above DMSO median, 100 means doubled;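 active means every valid replicate shows activation above 250% relative to neutral control wells; inactive means the rest, any valid replicate at or below 250%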;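 further: OY570 slx delta 5 strain wells were the positive control but not used for scaling; some compounds called inactive have numbers as strong as hits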
# Arrestin-AP2 inh: inhibitors of beta-arrestin/AP2 binding, primary screen, biochemical, GPCR trafficking, flow cytometry; beta-arrestin 1 C-terminal peptide binding to AP2 beta2-adaptin appendage (human); FITC-arrestin peptide / GST-AP2 beads; AP2 beta2 appendage carries R879A mutation; inhibition, % at 10 µM; 0.31% of 340,000 active; AID 504490, 2011;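 active means inhibition above a set limit, near 3 SD of compounds lacking own fluorescence, cut at about 54% in these data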;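 further: plate controls were DMSO wells for no effect and 5 µM unlabelled arrestin peptide for full effect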
#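 Material – GST-tagged AP2 beta2-adaptin appendage (R879A) on 4 µm glutathione beads · Probe or stimulus – fluorescein-tagged arrestin peptide at 50 nM final · Timing – 12 min plus 1 h, RT · Detection – bead flow cytometry, FITC channel · Read-out basis – inhibition as reduced fluorescein signal on beads, percent · Medium – PBS plus Tween 20 (0.05%) and BSA (0.1%)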
# PKA-R2B act: activators of PKA-R2B holoenzyme, primary screen, biochemical, fluorescence polarization, Cy5-IP20, human; cAMP-dependent protein kinase catalytic subunit beta (Homo sapiens) + cAMP-dependent …; PKA-R2B holoenzyme dissociation; R2B truncated from residue 108, S112A mutant; 0% DMSO only, 100% 113 µM cGMP; activation, % at 11.4 µM; 0.079% of 340,000 active; AID 504700, 2011;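 active means activation above a cutoff set at the mean over all compounds plus 3 SD, cut at about 18% in these data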;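 further: higher means more holoenzyme dissociation and a rise in polarization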
# PKA-R1A activ: activators of PKA-R1A holoenzyme, primary screen, biochemical, fluorescence polarization, Cy5-IP20, bovine R1A, mouse PKAc; cAMP-dependent protein kinase type I-alpha regulatory subunit (Bos taurus) + …; PKA-R1A dissociation; scaled: DMSO 0%, 113 µM cGMP 100%; activation, % at 11.4 µM; 0.083% of 340,000 active; AID 504707, 2011;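 active means percent activation above the mean of all tested compounds plus 3 SD, cut at about 19% in these data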;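 further: higher means more PKAc released from R1A so a rise in polarization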
# dFosB activator: activators of delta FosB homodimer, primary screen, biochemical, fluorescence polarization, TAMRA-CDK5 oligo, single point; activation, % at 25 µM; 0.99% of 340,000 active; purified delta FosB; percent of positive-control signal above neutral wells;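 active means mean activation above about 17%, with every replicate also reaching it, limit read from the data, passing the limit was not always enough; inconclusive means only one of the two conditions met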;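 further: fluorescence polarization rise as delta FosB binds a TAMRA Cdk5 AP-1 oligo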
# Target sequence (P13346 whole entry, looked up): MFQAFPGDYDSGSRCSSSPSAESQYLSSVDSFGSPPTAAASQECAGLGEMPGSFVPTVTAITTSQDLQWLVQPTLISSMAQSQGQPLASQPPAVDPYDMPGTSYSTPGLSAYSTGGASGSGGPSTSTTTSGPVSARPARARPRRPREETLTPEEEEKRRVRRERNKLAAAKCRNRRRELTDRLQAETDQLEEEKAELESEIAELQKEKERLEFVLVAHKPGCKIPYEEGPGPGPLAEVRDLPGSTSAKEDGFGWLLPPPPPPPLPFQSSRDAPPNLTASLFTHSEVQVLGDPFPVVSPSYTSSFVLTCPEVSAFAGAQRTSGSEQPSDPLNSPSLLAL
# SR-BI uptake up: activators of SR-BI mediated DiI-HDL uptake, primary screen, ldlA[mSR-BI] CHO cells, DiI fluorescence; 3 h; 100 = double the neutral-control signal; activation, % at 12.5 µM; 0.096% of 320,000 active;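 active means mean replicate activation of at least 60% and every replicate at or above 60%; inconclusive means mean or all-replicate condition met, but not both; inactive means mean below 60% and not all replicates reaching 60%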;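 further: 0% = median plate neutral-control signal and 100% = twice that signal; values of inactives mirror those of a sister screen read the other way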
#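 material = CHO ldlA[mSR-BI] cells | medium = Ham's F12 with 0.5% BSA, HEPES 25 mM, pH 7.4 | reagent = fluorescent DiI-HDL, 10 µg/mL final | compound dosing = single-point compound dose | incubation = 3 h, 37 °C | measured by = bottom-read fluorescence, 550/595 nm | measure = HDL uptake via cellular fluorescence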
# MITF TRPM1 HTS: activators of MITF-driven TRPM1 promoter reporter, primary screen, cell-based, SK-MEL-5, luciferase, single point; SK-MEL-5 TRPM1-promoter luciferase, 24 h; % of positive control, neutral wells = 0; activation, % at 12.5 µM; 0.75% of 300,000 active; AID 588334, 2011;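 active means mean activation of at least 80% with every replicate also reaching 80%; inconclusive means mean reaches 80% but some replicate falls short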;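 further: 0% = neutral control wells and 100% = parthenolide positive control wells; values of inactives mirror those of a sister screen read the other way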
# NSD2 inh: NSD2 histone methyltransferase inhibitors, primary screen, biochemical, AlphaScreen, single concentration, set 2 | Histone-lysine N-methyltransferase NSD2 (Homo sapiens), O96028 | NSD2 peptide methylation, 120 min | inhibition, % at 12.5 µM | 0.54% of 310,000 active; in the data active means inhibition above about 50%
# CDK5 inh: inhibitors of human CDK5/p35 kinase, primary screen, biochemical, single concentration. Recombinant CDK5/p35, ADP-Glo luminescence, 60 min. inhibition, % at 10 µM. 0.01% of 330,000 active. AID 488839, 2010;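 active means highest replicate inhibition of at least 50% and at least 75% of replicates reaching 50%; inconclusive means only one of the two criteria met; inactive means both criteria failed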;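 further: plate controls were DMSO neutral control for no effect and GW8510 at 10 µM for full effect; many of its hits are not listed in these tables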
# Target sequence (Q00535 whole entry, looked up): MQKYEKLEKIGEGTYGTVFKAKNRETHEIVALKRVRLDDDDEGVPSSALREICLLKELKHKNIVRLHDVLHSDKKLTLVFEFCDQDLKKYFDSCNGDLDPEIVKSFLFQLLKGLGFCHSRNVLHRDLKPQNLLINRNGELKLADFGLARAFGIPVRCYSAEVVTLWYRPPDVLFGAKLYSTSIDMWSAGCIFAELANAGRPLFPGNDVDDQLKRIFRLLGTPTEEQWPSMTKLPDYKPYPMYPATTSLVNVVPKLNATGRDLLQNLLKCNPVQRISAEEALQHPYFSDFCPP
# Target sequence (Q15078 whole entry, looked up): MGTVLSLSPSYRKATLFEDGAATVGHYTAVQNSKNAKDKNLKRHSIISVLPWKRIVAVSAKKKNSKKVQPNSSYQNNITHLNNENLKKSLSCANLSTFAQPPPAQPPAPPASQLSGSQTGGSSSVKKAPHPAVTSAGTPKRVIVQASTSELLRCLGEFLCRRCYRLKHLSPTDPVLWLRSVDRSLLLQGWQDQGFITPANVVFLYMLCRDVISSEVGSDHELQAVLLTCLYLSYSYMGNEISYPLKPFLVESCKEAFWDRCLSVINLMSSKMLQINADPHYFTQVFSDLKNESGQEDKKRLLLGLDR
# * marks the source's active call; other numbers are inactive results; ? = inconclusive; / = no result given; + = active, no number.
SMILES,SR-BI HDL uptake,DSG3 Ab inh,Mot1-301 SUMO,Arrestin-AP2 inh,PKA-R2B act,PKA-R1A activ,dFosB activator,SR-BI uptake up,MITF TRPM1 HTS,NSD2 inh,CDK5 inh
O=c1c2ccccc2nc(CN2CCOCC2)n1-c1ccccc1F,3.5,/,15.7,-7.2,-1.8,-4.1,-3.8,-3.5,/,-4.5,-0.2
O=C(Nc1ccccc1)OC1CN=C(N[N+](=O)[O-])NC1 (centres undefined),-26.7,82.2,-8.2,33.3,-5.0,-0.8,-9.2,26.7,2.9,-2.4,-0.8
CC(Cc1cccs1)NCc1ccccc1 (centres undefined),-5.7,114.3,3.8,-9.6,-0.5,3.9,4.7,5.7,-14.0,/,-0.9
CC1=CC(=C2C(=O)NC(=S)NC2=O)C=C(C(F)(F)F)N1Cc1ccccc1,-11.3,104.4,38.6,11.1,-0.8,-3.5,-5.5,11.3,-21.9,2.4,-0.8
Cc1cccc(N2C(=O)NC(=O)/C(=C\c3cc(C)n(-c4sc5c(c4C#N)CCCC5)c3C)C2=O)c1C,27.7,83.3,190.4,-20.5,-5.5,-6.4,-14.4,-27.7,-5.5,60.4*,2.5
CCOC(=O)C1=C(N)OC2=C(C(=O)CCC2)[C@]12C(=O)N(CC(N)=O)c1ccccc12,-26.6,106.2,-4.6,-11.1,-3.9,9.1,-3.4,26.6,1.7,-10.7,0.5
COc1ccccc1-n1c(-c2ccccc2)nc2ccccc2c1=O,-12.1,103.6,/,6.0,-1.7,10.6,-3.2,12.1,/,-2.4,-1.2
C=CCn1c(O)c(C(CC)=NCCc2ccccc2)c(=O)[nH]c1=O,1.3,105.0,-15.9,-1.5,1.2,-6.0,-5.6,-1.3,-0.1,3.4,0.8
O=C(C1c2ccccc2C(=O)N2CCc3ccccc3C12)N1CCC2(CC1)OCCO2 (centres undefined),-9.6,100.2,-7.2,-4.0,1.1,10.0,-3.4,9.6,-0.6,-6.6,0.7
NP(=O)(Oc1ccc(Cl)cc1)Oc1ccc(Cl)cc1,-18.8,98.0,-13.0,1.2,-15.4,-3.3,-1.4,18.8,-3.4,-1.1,-0.6
CSc1ccc(C(=O)C(C)(C)N2CCOCC2)cc1,16.2,103.5,-26.0,-7.9,10.1,3.2,-2.6,-16.2,-1.3,-7.3,-1.0
O=C(c1ccc2c(c1)N(Cc1ccccc1)CCS2)N1CCC2(CC1)OCCO2,-3.6,96.3,13.7,-3.1,1.0,-5.8,-14.9,3.6,0.8,11.2,/
COC(=O)NC(=S)Nc1ccccc1NC(=S)NC(=O)OC,-6.8,94.7,/,-1.0,7.9,-5.7,6.7,6.8,12.9,/,0.4
C=CCn1c(O)c(C(C)=O)c(=O)[nH]c1=O (tested in a mixture with another compound),-2.1,107.2,6.7,10.8,0.9,1.0,0.7,2.1,/,-1.2,0.0
CC1=NN(Cc2c[nH]c3ccccc23)C(C)(C)C1,7.4,87.0,-21.3,-1.2,1.6,-1.3,-3.6,-7.4,-24.6,0.7,0.6
CN(C)C(=O)Oc1ccc([N+](=O)[O-])cc1,-13.6,101.8,12.6,0.5,-2.1,-5.1,0.2,13.6,-1.2,-1.3,-3.9
O=C(COc1ccc2ccccc2c1)N1CCN(Cc2ccncc2)CC1,-15.5,91.5,-12.7,3.2,1.0,7.3,-8.6,15.5,-14.4,-0.3,0.9
COc1cccc(-n2c(/C=C/c3ccc(O)c(O)c3)nc3ccccc3c2=O)c1,40.3,103.6,49.2,-10.6,-13.1,-2.2,-14.0,-40.3,-8.2,12.5,1.2
CC(C)NS(=O)(=O)c1ccc(OCC(=O)N2CCN(Cc3ccccc3)CC2)c(Cl)c1,36.6,105.5,-4.9,8.1,-18.0,-5.5,-11.3,-36.6,0.2,0.6,-0.1
CCOP(=O)(OCC)c1cc(CC)ccc1O,/,95.8,+,10.3,-1.0,-10.6,2.3,/,9.3,-2.7,-1.4
COP(=O)(OC)C(NS(=O)(=O)c1ccccc1)C(Cl)(Cl)Cl (centres undefined),-8.9,107.6,-0.1,39.8,-3.0,-0.8,7.0,8.9,8.1,-2.5,-1.0
CCCn1nc2ccccc2c1P(=O)(N1CCOCC1)N1CCOCC1,-11.6,103.7,5.5,-0.3,-1.9,-7.0,-6.6,11.6,-6.1,1.6,-7.7
CN1CCN(c2ccc(N)cc2)CC1,1.3,100.5,-12.4,22.2,0.6,7.1,?,-1.3,/,12.2,1.1
COc1ccc(C)cc1NC(=O)c1c(C)nn(Cc2ccccc2)c1Cl,50.6,90.6,277.2,-0.5,-0.5,-4.0,-3.3,-50.6,-9.0,-0.7,0.4
CCN(CC)C(=O)c1ccc(NC(=O)c2cn(-c3ccccc3)nc2-c2ccc(OC)cc2)cc1,39.8,110.1,-15.0,4.8,-2.9,-9.1,-13.5,-39.8,6.6,16.8,-0.2
# Additional compounds follow:
SMILES,SR-BI HDL uptake,DSG3 Ab inh,Mot1-301 SUMO,Arrestin-AP2 inh,PKA-R2B act,PKA-R1A activ,dFosB activator,SR-BI uptake up,MITF TRPM1 HTS,NSD2 inh,CDK5 inh
Cc1cc(C=C2C(=O)N(C)C(=S)N(C)C2=O)c(C)n1C1CCCC1,27.3,/,-15.0,33.1,13.3,-5.4,-2.3,-27.3,5.1,4.0,-0.2
Nc1ccc(CCN2CCN(c3cccc(C(F)(F)F)c3)CC2)cc1,5.3,104.1,160.6,2.3,-3.6,3.8,-4.1,-5.3,3.0,/,-1.0
Cc1nn(Cc2ccccc2Cl)c(Cl)c1C(=O)OC(C(=O)NC(N)=O)C(C)C (centres undefined),40.0,104.4,-8.9,41.3,9.7,-10.4,4.0,-40.0,7.6,-0.7,1.5
Cc1cc(C(=O)NP(=O)(N2CCOCC2)N2CCOCC2)c(C)n1C1CC1,14.9,100.4,1.7,21.0,1.7,8.7,2.3,-14.9,-6.2,0.0,0.0
COc1ccc(F)cc1C(=O)C1CCCN(Cc2ccc(O)cc2)C1 (centres undefined),-15.6,111.4,-18.3,31.9,5.6,-3.5,-11.0,15.6,-13.9,3.4,0.9
Clc1ccc(N2CCN(Cc3ccccc3Cl)CC2)cc1,-11.2,/,60.1,29.1,-6.1,5.3,2.6,11.2,12.2,-1.2,-0.6
CCc1ccccc1N1C(=O)NC(=O)/C(=C\c2cc(C)n(C)c2C)C1=O,3.3,124.7,8.1,-5.3,-8.0,-7.3,-9.6,-3.3,-7.2,2.2,1.5
O=C1CC(C(=O)N2CCC3(CC2)OCCO3)CN1CCc1ccccc1 (centres undefined),-20.3,113.0,8.8,8.8,-8.0,-2.5,-2.5,20.3,-8.2,-6.0,1.7
CCC(=O)CC(c1ccccc1)c1c(O)c2ccccc2sc1=O (centres undefined),-20.0,98.2,87.1,14.9,-3.9,-1.0,-7.0,20.0,-6.4,0.7,0.3
COC(=O)C(C)NC(=S)N1CC2C[C@@H](C1)Cn1c2cccc1=O (some centres undefined),-6.1,93.7,-5.9,2.5,-3.3,-7.4,1.7,6.1,-11.4,-4.5,-2.0
O=C(CN1CCCCC1)c1cccc(Br)c1,-49.5,121.9,-10.2,7.9,0.1,7.7,-3.6,49.5,5.1,-2.7,-1.0
COc1ccc(CNCCc2ccccc2F)c(OC)c1C,-9.0,111.6,-8.3,-1.8,0.0,3.1,-2.2,9.0,-8.6,8.3,1.9
CCCOc1ccccc1NP(=O)(Oc1ccccc1)Oc1ccccc1,/,110.4,-3.5,19.2,-2.9,-2.7,-7.0,/,-3.0,-2.4,0.7
CCNC(=O)NC(=O)C(C)OC(=O)c1c(C)nn(Cc2ccccc2Cl)c1Cl (centres undefined),35.5,100.2,-0.3,2.5,-7.2,-0.2,-3.8,-35.5,4.5,-2.5,1.7
O=c1c2ccccc2nc(-c2ccccc2)n1-c1cccnc1,-34.8,99.2,-5.3,-4.8,-5.0,-0.5,-4.2,34.8,-12.5,-0.8,-0.2
CCC(C)N1CCN(C(=O)COc2ccc3ccccc3c2)CC1 (centres undefined),-3.9,/,69.1,-10.5,-10.7,0.0,-3.6,3.9,-5.6,7.2,1.7
CN1CCN(Cc2cc3c(cc2[N+](=O)[O-])OCO3)CC1,-28.2,93.9,-5.2,11.5,8.6,6.4,-5.6,28.2,-20.3,2.4,0.1
CCCCn1c(O)c(C=NCCCN(CC)CC)c(=O)[nH]c1=O,-1.7,101.2,66.2,6.4,7.8,15.3,2.0,1.7,-3.1,3.9,1.9
CC(=O)O[C@H]1C[C@@H]2OC3C=C(C)CCC3(C)[C@@]1(C)[C@@]21CO1 (some centres undefined),-7.5,99.0,/,16.1,-12.9,2.3,6.6,7.5,/,-3.4,0.9

# Molecules above with a thiophene ring, fused or not:
SMILES,SR-BI HDL uptake,DSG3 Ab inh,Mot1-301 SUMO,Arrestin-AP2 inh,PKA-R2B act,PKA-R1A activ,dFosB activator,SR-BI uptake up,MITF TRPM1 HTS,NSD2 inh,CDK5 inh
CC(Cc1cccs1)NCc1ccccc1 (centres undefined),-5.7,114.3,3.8,-9.6,-0.5,3.9,4.7,5.7,-14.0,/,-0.9
Cc1cccc(N2C(=O)NC(=O)/C(=C\c3cc(C)n(-c4sc5c(c4C#N)CCCC5)c3C)C2=O)c1C,27.7,83.3,190.4,-20.5,-5.5,-6.4,-14.4,-27.7,-5.5,60.4*,2.5

# This is a subset (hit frequency here may not be typical).
